From PubChem
Rtt109 HAT inh = C. albicans Rtt109 histone acetyltransferase inhibition; Q5AAJ8; purified Rtt109/Vps75, ThioGlo CoA-SH fluorescence, 4 h; inhibition, % at 34.9 µM; hit rate 0.16% among 330,000; AID 540336;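 active = inhibition of at least 50% in every replicate; inconclusive = best replicate reaches 50% inhibition but some replicates fall short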
MITF act = activators of MITF-driven TRPM1 promoter activity in SK-MEL-5 cells. AID 588334. hit rate 0.75% among 300,000. SK-MEL-5 TRPM1-promoter luciferase, 24 h; % of positive control, neutral wells = 0. activation, % at 12.5 µM;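 active = mean activation of at least 80% with every replicate also reaching 80%; inconclusive = mean reaches 80% but some replicate falls short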;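 note: 0% = neutral control wells and 100% = parthenolide positive control wells; values of inactives mirror those of a sister screen read the other way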
CAL PDZ FP-1 = inhibitors of human CAL PDZ peptide binding. inhibition, % at 20 µM. hit rate 0.02% among 330,000. purified CAL PDZ, TMR-peptide fluorescence polarization, 1 h. AID 504414;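 active = highest replicate inhibition of at least 40%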;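 note: plate controls were DMSO neutral control wells for no effect and unlabeled competitor peptide control wells for full effect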
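Material: tagged CAL PDZ domain; buffer or medium: 25 mM sodium phosphate pH 7.4, 150 mM NaCl, TCEP, IgG, Thesit; compound dosing: single point, 20 µM; schedule: 1 h incubation at room temperature before polarization reading; measured by: FP readout, S and P plane fluorescence; read-out basis: percent inhibition from loss of millipolarization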
RTF Ca sens act = cardiac RTF calcium sensitization. P19429+P45379. IANBD-labeled TnC RTF fluorescence at EC20 calcium; 0% EC20 calcium, 100% full calcium. activation, % at 7.2 µM. hit rate 0.24% among 340,000;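 active = activation above the mean over all tested compounds plus 3 SD, cut at about 30% in these data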;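 note: rise in fluorescence read as greater calcium sensitivity of cardiac thin filaments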
CDK5 p35 inh = CDK5/p35 (human) kinase inhibition; inhibition, % at 10 µM; Recombinant CDK5/p35, ADP-Glo luminescence, 60 min; hit rate 0.01% among 330,000;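 active = highest replicate inhibition of at least 50% and at least 75% of replicates reaching 50%; inconclusive = only one of the two criteria met; inactive = both criteria failed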;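 note: plate controls were DMSO neutral control for no effect and GW8510 at 10 µM for full effect; many of its hits are not listed in these tables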
Target sequence (Q00535 whole entry, looked up): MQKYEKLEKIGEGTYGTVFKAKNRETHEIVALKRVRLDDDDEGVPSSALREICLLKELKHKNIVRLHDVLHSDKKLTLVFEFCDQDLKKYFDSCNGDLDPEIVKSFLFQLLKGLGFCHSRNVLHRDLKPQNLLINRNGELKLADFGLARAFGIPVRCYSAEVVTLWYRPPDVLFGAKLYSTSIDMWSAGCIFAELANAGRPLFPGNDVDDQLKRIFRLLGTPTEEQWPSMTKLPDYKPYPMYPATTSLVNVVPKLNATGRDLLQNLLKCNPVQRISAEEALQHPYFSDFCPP
Target sequence (Q15078 whole entry, looked up): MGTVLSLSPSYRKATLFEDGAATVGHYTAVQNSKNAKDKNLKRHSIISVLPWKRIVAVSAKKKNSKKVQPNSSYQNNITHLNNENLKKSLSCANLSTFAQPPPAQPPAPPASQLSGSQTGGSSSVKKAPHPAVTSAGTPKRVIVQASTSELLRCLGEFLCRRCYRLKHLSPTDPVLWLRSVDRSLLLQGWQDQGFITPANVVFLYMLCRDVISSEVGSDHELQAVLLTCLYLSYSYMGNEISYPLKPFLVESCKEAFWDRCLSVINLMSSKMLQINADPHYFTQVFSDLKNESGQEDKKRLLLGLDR
Tat export inh = E. coli Tat transport inhibition | E. coli MC4100 TorA-mCherry Tat export, fluorescence | AID 488895 | inhibition, % at 10 µM | hit rate 0.036% among 340,000;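 active = mean replicate inhibition at least 50% and at least half of replicates individually reaching 50%; inconclusive = only one of the two criteria met; inactive = neither criterion met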;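 note: exported cargo escapes ClpAP degradation while cytoplasmic cargo is degraded and loses fluorescence; 0% = median of neutral control wells and 100% = median of NaSCN control wells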
Wnt act = activates Wnt/beta-catenin signaling in a reporter cell assay; activator, plate reader; activation, % at 9.35 µM; hit rate 1.2% among 300,000; AID 743398; in the data active = activation above about 30%, passing the limit was not always enough; inconclusive = no clear call, values can overlap the other calls;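 note: 0% = neutral control wells and 100% = positive control wells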
CAL PDZ FP-2 = blocks peptide binding to the human CAL PDZ domain; purified CAL PDZ, TMR-peptide fluorescence polarization, 1 h; AID 602252; inhibition, % at 24.9 µM; hit rate 0.92% among 300,000; Q9HD26;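 active = mean inhibition of at least 30% with at least half of replicates also reaching 30%; inconclusive = no clear call, values can overlap the other calls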;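 note: 0% = DMSO neutral control and 100% = excess unlabeled competitor peptide PRC23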
V-ATPase pHluor = alters yeast V-ATPase proton transport | hit rate 0.37% among 350,000 | S. cerevisiae, pHLuorin cytosolic pH fluorescence | response, % at 10 µM; in the data active = response mostly above about 7.3%, no sharp cut-off; inactive = mostly below about 5.4%; note: actives read high; inactives centre near 0; some compounds called inactive have numbers as strong as hits; reference of the scale not given here
dFosB act = activators of mouse delta FosB homodimer; P13346; purified delta FosB, TAMRA-CDK5 oligo fluorescence polarization; percent of positive-control signal above neutral wells; activation, % at 25 µM; hit rate 0.99% among 340,000; AID 493131;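 active = mean activation above about 17%, with every replicate also reaching it, limit read from the data, passing the limit was not always enough; inconclusive = only one of the two conditions met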;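 note: fluorescence polarization rise as delta FosB binds a TAMRA Cdk5 AP-1 oligo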
Target sequence (P13346 whole entry, looked up): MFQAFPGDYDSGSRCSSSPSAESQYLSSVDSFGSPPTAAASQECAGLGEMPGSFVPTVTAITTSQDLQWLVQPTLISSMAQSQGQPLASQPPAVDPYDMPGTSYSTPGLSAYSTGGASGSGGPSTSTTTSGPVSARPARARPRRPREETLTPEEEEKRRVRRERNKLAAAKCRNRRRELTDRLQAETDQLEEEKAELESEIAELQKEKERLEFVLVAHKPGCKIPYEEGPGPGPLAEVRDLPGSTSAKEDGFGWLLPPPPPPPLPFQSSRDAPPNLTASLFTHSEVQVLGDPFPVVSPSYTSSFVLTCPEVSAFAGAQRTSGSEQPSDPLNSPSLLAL
* marks the source's active call; other numbers are inactive results; ? = inconclusive; . = not tested or not shown.

SMILES | Rtt109 HAT inh | MITF act | CAL PDZ FP-1 | RTF Ca sens act | CDK5 p35 inh | Tat export inh | Wnt act | CAL PDZ FP-2 | V-ATPase pHluor | dFosB act
O=C(/C=C/c1ccc(Cl)cc1)N1CCN(c2ccccc2[N+](=O)[O-])CC1 | 14 | 5 | -0.3 | -9 | . | 9 | -3 | -1 | -4 | 0
O=C(NCc1ccc(Cl)cc1)c1cccc(NC(=O)c2ccccc2)c1 | -6 | -6 | -1.8 | 3 | -0.2 | -9 | 0 | -5 | 0 | -18
COC(=O)C1(C)Nc2ccccc2C(=O)N1c1ccccc1C (stereo unspecified) | 5 | -2 | 0.3 | 1 | 1.5 | -20 | 1 | 5 | 3 | 7
O=C(Nc1ccc(C(=O)N2CCCCC2)cc1)C1CC1 | 3 | -1 | 0.0 | -4 | 0.5 | 9 | 0 | 42* | 3 | -5
O=C(CCCc1ccccc1)NCCc1ccc(F)cc1 | -9 | . | 0.3 | 6 | -0.5 | -16 | 2 | 7 | 0 | 1
COc1cc(/C=N/N2CCOCC2)ccc1OCc1ccc(Cl)cc1 | 0 | 96* | -0.4 | 2 | -1.4 | -1 | 11 | -1 | 2 | -17
COc1ccc(/C=N/n2cnc3c([nH]c4ccc(F)cc43)c2=O)cc1CSc1ccccn1 | -2 | -1 | -0.5 | -2 | 0.0 | 3 | -1 | -4 | -3 | 5
COC(=O)c1ccc(CN2C(=O)NC3(CCCc4ccccc43)C2=O)o1 (stereo unspecified) | -6 | -1 | 0.2 | 12 | 0.1 | -3 | . | -7 | -3 | -5
CN(C)C(=S)NC(=O)C(c1ccccc1)c1ccccc1 | 24 | -1 | -0.6 | 2 | 0.3 | 0 | 0 | 1 | 1 | -5
CCCOc1nnnn1-c1ccccc1 | -22 | . | 0.0 | 10 | 0.1 | 2 | 9 | 11 | -4 | -4
CCCCC(=O)NC(c1ccccc1OC)c1ccc2cccnc2c1O (stereo unspecified) | . | -77 | -0.4 | 8 | -1.0 | 23 | -2 | -2 | -9 | -8
COc1cc(-c2nnc(NC(=O)CCS(=O)(=O)c3ccc(F)cc3)o2)cc(OC)c1OC | -13 | -3 | -0.5 | 5 | 0.8 | -1 | 1 | -1 | 4 | -10
CCCSc1ccc(C(=O)Nc2ccc(F)cc2F)cn1 | 1 | ? | -0.9 | -1 | -0.7 | 5 | 8 | 5 | 0 | -6
O=C1Cc2ccccc2Sc2c(OCCN3CCCCC3)cccc21 | 55* | 5 | -4.3 | 2 | 6.2 | -1 | -1 | -2 | 0 | 3
COc1ccc(OC)c(C(=O)NC2CC(C)(C)Cc3c2cnn3-c2ccccc2)c1 (stereo unspecified) | 12 | -20 | -1.3 | -3 | 0.5 | 14 | -3 | . | 0 | -6
COc1ccc(C(=O)Nc2ccc([N+](=O)[O-])cn2)c(OC)c1 | 7 | 8 | 0.0 | 6 | -1.1 | -2 | . | -3 | 0 | 2
CN(c1ccc(Cl)cc1)S(=O)(=O)c1nnc(NC(=O)c2ccco2)s1 | -6 | -2 | -1.7 | -5 | 0.5 | -4 | 0 | -5 | -2 | -10
COc1ccc(-c2nn(-c3ccccc3)cc2/C=N/Nc2ccccn2)cc1OC | 6 | 13 | 1.5 | -2 | -0.8 | 4 | 6 | -4 | -2 | -2
N#CN=C(N)c1ccccc1 | 3 | -13 | -2.9 | 6 | -1.9 | -3 | -15 | -3 | -2 | -2
O=C(CCC(=O)n1ncc2ccccc21)N1CCCCC1 | -1 | . | -0.2 | -1 | -0.7 | 5 | 0 | . | 5 | -3
COc1ccc(S(=O)(=O)N2Cc3ccccc3CC2C(=O)O)cc1OC (stereo unspecified) | 4 | 12 | -0.1 | -2 | 0.2 | 0 | -1 | . | 1 | -10
CCOc1ccc(-n2c(C)nc3cc(C(=O)NCC4CCCO4)ccc32)cc1 (stereo unspecified) | 1 | 4 | -3.0 | -3 | 0.7 | 1 | -1 | -2 | -3 | -8
NC(=O)C1CCN(c2ncccc2[N+](=O)[O-])CC1 | 7 | 8 | 22 | 2 | -0.6 | 6 | 2 | 2 | -3 | 0
CC1(C)Cc2c(c(N3CCOCC3)nc3snc(NC(=O)c4ccccc4)c23)CO1 | -3 | 1 | 0.1 | 0 | -2.5 | 5 | . | -1 | 2 | 4
COc1ccc(Cc2noc(CN3CCCN(Cc4ccc(F)cc4)CC3)n2)cc1OC | -1 | -5 | -2.0 | 3 | 0.8 | -1 | -1 | -1 | -1 | -6
COc1cc(NC(=O)COC(=O)CC(C)(C)C)c(C)cc1[N+](=O)[O-] | 7 | 17 | -0.8 | -1 | 1.3 | 3 | 2 | -2 | 0 | -3
CNC(=O)c1[nH]cnc1C(=O)Nc1ccc(Cl)cc1 | -32 | 4 | -1.5 | 0 | 0.3 | -4 | 16 | -1 | 0 | -4
N#CSCC(=O)c1cccc2ccccc12 | 3 | -18 | 0.3 | 0 | 2.5 | -19 | 10 | -5 | 0 | 0
CC(C)NC(=O)c1ccc(CSCc2ccccc2Cl)o1 | -4 | -2 | -0.9 | -5 | -1.1 | 4 | 2 | . | -1 | -4
CCn1c(CSc2nc3ccccc3s2)nc2ccccc21 | -14 | 18 | -2.4 | -1 | 1.5 | -5 | . | -2 | 1 | -4
O=C(Cc1cccc(NC(=O)C2CCN(C(=O)CCc3ccccc3)CC2)c1)Nc1cccc(C(=O)N2CCCCC2)c1 | 5 | 1 | -0.7 | 0 | 14 | -9 | -3 | 3 | -2 | 5
CCOC(=O)c1nn(-c2ccccc2C)c(=O)c2c(N)scc12 | 13 | 5 | -0.1 | -1 | 0.4 | -11 | 2 | 3 | 2 | -4
Cc1ccccc1NC(=O)CSCC(=O)Nc1ccccc1C | -14 | . | 0.3 | 3 | -1.4 | -8 | . | -4 | 0 | -2
O=S(=O)(N/N=C\c1ccc2c(c1)OCO2)c1ccccc1 | 2 | 3 | -0.8 | 8 | 0.8 | 1 | 1 | -2 | 2 | 1
CC(C)OCCCNC(=O)C1CCC(CNS(=O)(=O)c2ccccc2)CC1 (stereo unspecified) | 3 | 3 | -0.5 | -1 | -0.2 | 17 | -1 | . | 1 | -2
COc1ccc(NS(=O)(=O)Cc2ccccc2)cc1OC | -5 | -1 | -0.6 | 9 | 0.6 | 6 | . | 0 | -65 | -7
O=C(CCc1nc(-c2ccccc2F)no1)NC1CCCCC1 | -5 | 0 | -2.2 | 1 | -1.0 | 6 | . | -2 | 0 | -1
Cn1ccnc1C(=O)c1cc(SCC(=O)NCc2ccccc2)nc2ccccc12 | -6 | -15 | 0.6 | 5 | 0.1 | 6 | -2 | -2 | 3 | -5
CCOc1ccccc1N/C=C/C(=O)C(C)(C)C | -1 | . | -1.9 | 2 | -0.6 | 4 | . | 5 | 3 | 4
CCCCCCSc1nsc(NC(C)=O)n1 | 4 | 67 | 0.1 | -2 | 0.0 | -5 | . | -2 | 11* | 8
O=C(COC(=O)c1ccccc1F)NC(=O)NC1CCCC1 | -16 | 8 | -1.3 | 1 | 0.4 | 28 | 2 | -1 | 0 | -3
CC(=O)Nc1cccc(-c2nc3ccccc3s2)c1C | 0 | 5 | -4.7 | 2 | -0.1 | 1 | 13 | -1 | 2 | -4
CN1CCN(C(=S)C(=O)Nc2ccc(Br)cc2)CC1 | 4 | 0 | -1.0 | -5 | 1.3 | -7 | 3 | 3 | -5 | 4
O=[N+]([O-])c1ccccc1C=CC=NN=Cc1ccccc1O | -1 | 31 | -1.6 | -1 | 0.8 | 1 | 71* | -3 | 3 | -2
O=C(c1ccc(Cl)cc1Cl)C1(n2cncn2)Oc2ccccc2C1O (stereo unspecified) | 3 | . | . | 1 | -2.0 | -2 | . | 0 | 1 | -9
CC(C)(C)OC(=O)CC[C@@H](C(=O)N1CCN(C(=O)OC(C)(C)C)CC1)n1cc(C(CO)NC(=O)OC(C)(C)C)nn1 (stereo partly specified) | 5 | -1 | 0.8 | 3 | -1.3 | -9 | -1 | -1 | -3 | 1
C[C@H]1CN=C(N(C)C)N1CC1CCCC1 | 3 | -10 | 0.2 | -2 | 0.5 | 2 | -4 | -2 | -4 | -3
COc1ccc(C(=O)NC(C)c2nccs2)cc1OC1CCN(C(C)C)CC1 (stereo unspecified) | -15 | -4 | -0.1 | 2 | -0.1 | 3 | 1 | . | -2 | -3
O=C(Nn1cnnc1)C(Sc1ccccc1)c1ccccc1 (stereo unspecified) | -9 | -3 | . | 5 | 0.0 | 3 | -1 | -3 | 6 | -4
COc1ccc(C(=O)NCCN2CCOCC2)c(OC)c1OC | -6 | -6 | 2.7 | -3 | -0.1 | -4 | 0 | 1 | -7 | -2
COc1ccccc1Nc1ncc(C(=O)Nc2ccc(OC)c(OC)c2)c2ccccc12 | 4 | -2 | 0.8 | 2 | 1.0 | -1 | . | -6 | 7 | -8
COc1ccc(OC)c(CN2CCN(C(=O)c3cccc(S(=O)(=O)Nc4ccccc4OC)c3)CC2)c1 | 10 | -1 | -2.9 | 0 | 1.3 | 0 | -4 | 16 | -4 | -8
COc1ccc(CCC(=O)OCC(=O)Nc2ccccc2OC(F)F)cc1OC | 0 | 10 | -1.5 | -2 | 0.3 | 2 | -1 | 5 | 0 | 2
COCCCNC(=O)CN(c1cc(Cl)ccc1OC)S(C)(=O)=O | -2 | 10 | -2.3 | 2 | -0.1 | -2 | -2 | -2 | -1 | 0
Cc1ccc(N2CC(C(=O)Nc3nnc(SCC(=O)Nc4nc(C)cs4)s3)CC2=O)cc1 (stereo unspecified) | -2 | 11 | -0.5 | 2 | -1.0 | -4 | 1 | -2 | -6 | -9
CCOC(=O)C1(CC2CC2)CCN(Cc2cn[nH]c2-c2ccccc2)CC1 | -4 | 0 | -3.5 | -2 | -0.5 | -7 | 3 | 4 | 0 | -2
CC(=O)c1ccc(S(=O)(=O)N2CCCC(N(C)CCc3ccccn3)C2)cc1 (stereo unspecified) | -10 | 6 | -2.6 | -6 | -0.7 | -3 | -1 | 1 | -2 | 4
O=C(COC(=O)COc1ccccc1)NCc1ccc2c(c1)OCO2 | 3 | 2 | -1.1 | 7 | -5.5 | 9 | -5 | . | 0 | -1
Cc1nc(SCC(=O)NCCc2ccccc2)c2oc3ccccc3c2n1 | -4 | -5 | -2.3 | -2 | 1.6 | 7 | . | 5 | -4 | -8

Entries above with a cyano group, in the order listed:
SMILES | Rtt109 HAT inh | MITF act | CAL PDZ FP-1 | RTF Ca sens act | CDK5 p35 inh | Tat export inh | Wnt act | CAL PDZ FP-2 | V-ATPase pHluor | dFosB act
N#CN=C(N)c1ccccc1 | 3 | -13 | -2.9 | 6 | -1.9 | -3 | -15 | -3 | -2 | -2
N#CSCC(=O)c1cccc2ccccc12 | 3 | -18 | 0.3 | 0 | 2.5 | -19 | 10 | -5 | 0 | 0

Compounds were not picked by outcome; about 4.1% have a hit in one of these screens.
